Artemis endo inh = inhibitors of human Artemis endonuclease activity | Q96SD1 | recombinant Artemis, quenched FAM hairpin cleavage fluorescence | inhibition, % at 10 µM | 30,000 compounds, 0.78% hits;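 active = at 10 µM dose, at least 30% inhibition, measured as corrected fluorescence normalized to stimulator and neutral control wells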
Target sequence (Q96SD1 whole entry, looked up): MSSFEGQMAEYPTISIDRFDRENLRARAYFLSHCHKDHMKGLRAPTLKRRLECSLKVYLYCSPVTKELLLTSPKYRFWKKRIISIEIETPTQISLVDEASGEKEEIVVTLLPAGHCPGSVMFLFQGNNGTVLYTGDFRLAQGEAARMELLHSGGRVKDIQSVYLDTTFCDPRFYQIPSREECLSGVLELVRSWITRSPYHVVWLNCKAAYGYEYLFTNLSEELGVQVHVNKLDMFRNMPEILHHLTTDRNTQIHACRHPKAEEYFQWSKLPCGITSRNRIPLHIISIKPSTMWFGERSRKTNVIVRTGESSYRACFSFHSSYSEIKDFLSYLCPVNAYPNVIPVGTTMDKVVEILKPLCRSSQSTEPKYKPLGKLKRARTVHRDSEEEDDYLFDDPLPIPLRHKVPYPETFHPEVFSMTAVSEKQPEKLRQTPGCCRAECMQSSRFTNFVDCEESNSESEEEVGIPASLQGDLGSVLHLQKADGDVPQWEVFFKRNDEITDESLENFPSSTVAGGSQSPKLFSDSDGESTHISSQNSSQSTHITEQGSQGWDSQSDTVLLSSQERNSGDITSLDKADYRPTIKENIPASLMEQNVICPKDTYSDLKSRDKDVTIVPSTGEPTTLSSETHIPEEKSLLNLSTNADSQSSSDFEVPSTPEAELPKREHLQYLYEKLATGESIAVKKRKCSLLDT
Starred values were filed as active, the others as inactive.

SMILES	Artemis endo inh
CC1=C(C#N)C(c2ccoc2)C(C(=O)OCc2ccccc2)=C(N)S1 (stereo unspecified)	-3
CCCCOC(=O)c1ccc(NC(=O)CSc2nncn2C)cc1	-10
CCOC(=O)c1c(NC(=O)CNCCO)sc(C)c1C	-3
CCCCOC(=O)Cn1c(=O)n(CC(=O)OCCCC)c2ccccc21	-3
CCOC(=O)CSc1nc(-c2ccncc2)ccc1C#N	7
CCOC(=O)c1sc(NCc2ccco2)c(-c2nc3ccccc3s2)c1N	-1
Cc1ccc(OCc2nc(-c3ccccn3)n[nH]2)cc1	2
CCOc1ccc(-c2cn(S(=O)(=O)c3cccc4nsnc34)nc2N)cc1	-2
COc1ccccc1OCC(=O)Nc1ccc(S(=O)(=O)Nc2cc(C)nc(C)n2)cc1	-8
OCCNc1nc(N2CCCC2)nc(N2CCCC2)n1	3
CCC(=O)N1CCN(c2nc(-c3ccc(Cl)cc3)cs2)CC1	3
CCn1c(SCC(=O)NC2CCCCC2)nc2c(c1=O)SC(C)C2 (stereo unspecified)	1
CCn1nc(NC(=O)c2ccccn2)c2cc3cccc(C)c3nc21	4
COc1ccc(OC)c(S(=O)(=O)N(C)CC(=O)N2CCc3ccccc3C2)c1	-4
N#CCCn1c2ccccc2c2nc3ccccc3nc21	2
CCOc1ccc(NC(=O)CN2CCN(CC(=O)Nc3ccc(F)c(F)c3)CC2)cc1	-5
CCn1c(SCc2cccc(C(=O)O)c2)nnc1-c1ccccc1	-12
Cc1cc2nc(-c3ccc(NC(=O)C(C)C)cc3)oc2cc1C	0
CCOC(=O)C1CCCN(Cc2nc(N)nc(Nc3ccc(Cl)cc3)n2)C1 (stereo unspecified)	34*
COc1cccc(C(=O)/C=C/Nc2ccc(S(=O)(=O)Nc3cccc(C(C)=O)c3)cc2)c1	5

An excerpt of these results, in CSV form:
compound,Artemis endo inh
CCn1nc(NC(=O)c2ccccn2)c2cc3cccc(C)c3nc21,4
COc1ccc(OC)c(S(=O)(=O)N(C)CC(=O)N2CCc3ccccc3C2)c1,-4
N#CCCn1c2ccccc2c2nc3ccccc3nc21,2
CCOc1ccc(NC(=O)CN2CCN(CC(=O)Nc3ccc(F)c(F)c3)CC2)cc1,-5
CCn1c(SCc2cccc(C(=O)O)c2)nnc1-c1ccccc1,-12
Cc1cc2nc(-c3ccc(NC(=O)C(C)C)cc3)oc2cc1C,0
CCOC(=O)C1CCCN(Cc2nc(N)nc(Nc3ccc(Cl)cc3)n2)C1 (stereo unspecified),34*
COc1cccc(C(=O)/C=C/Nc2ccc(S(=O)(=O)Nc3cccc(C(C)=O)c3)cc2)c1,5

Next section.
SMILES	Artemis endo inh
COc1ccc(CCN2C(=O)C(Oc3ccccc3C)C2c2ccc3c(c2)OCO3)cc1OC (stereo unspecified)	8
O=C(CNC(=O)c1ccco1)NCC(=O)OCc1ccccc1Br	-4
Cc1ccc(SCc2cc(=O)n3[nH]cnc3n2)cc1	-4
CCCCCCNC(=O)c1c(O)c2cccc3c2n(c1=O)CCC3	6
NC(=O)CSc1nc2sc(-c3ccccc3)cc2c(=O)n1N	-1
Cc1cccc2cc(C#N)c(SCC(=O)N3CCC(C)CC3)nc12	11
C1=CN2CCC1C(c1ccccc1)C2 (stereo unspecified)	2
Cc1ccc(NC(=O)c2ccc(S(=O)(=O)N3CCCC3)cc2)cc1	9
O=C(Nc1cccc(O)c1)C1CCCN1C(=O)OCc1ccccc1 (stereo unspecified)	-8
N#C/C(C(=O)Oc1ccccc1)=C1/Nc2ccccc2-c2ccccc21	12
CCOc1ccccc1NC(=O)C(Sc1ccccc1)c1ccccc1 (stereo unspecified)	6
Cc1cc(C)cc(OC(=O)N2CCOCC2)c1	-11
Cc1ccc2cc(CNC(C)(C)C)c(=O)[nH]c2c1	0
O=C(CCN1C(=O)C2C3C=CC(C3)C2C1=O)Nc1nccs1 (stereo unspecified)	-7
Clc1ccc(Oc2ncnc3oc(-c4ccccc4)cc23)cc1	-2
O=C(CCC(=O)NC1CC1)Nc1nnc(C2CCCCC2)s1	3
CC(C)COc1ccc(/C=C2/Sc3ccccc3C2=O)cc1	-3
Cn1c(CNc2ccc(Cl)cc2)nc2ccccc21	-3
C/C(NCc1cccnc1)=C(\C#N)C(=O)NCc1ccccc1	6
COC(=O)CSc1cnc2ccccc2n1	0
COc1ccc(-c2cc(C(=O)OCC(=O)N3CCCC3)c3ccccc3n2)cc1	3
c1ccc(-c2nc(-n3nc4ccccc4n3)nc3ccccc23)cc1	22
CC(C)CC(=O)Nc1ccc(N2CCOCC2)cc1	-9
CCCCCCCC(=O)NNC(=O)CCC(=O)O	-5
CC(C)Cc1nnc(NC(=O)c2ccc([N+](=O)[O-])cc2)s1	3
CCCc1cc(=O)[nH]c(SCC(=O)c2c(N)n(C)c(=O)n(C)c2=O)n1	-10
CCOC(=O)c1sc(N/N=C/c2cccc(C)c2)nc1C	5
Clc1ccc(Cn2nnc(-c3ccccc3)n2)cc1	6
OC(COCc1cccs1)CN1CCCCCC1 (stereo unspecified)	3
CCC(C)c1cc(S(=O)(=O)N2CCOCC2)ccc1OC (stereo unspecified)	5
CC(C)OCCCNC(=O)NC12CC3CC(CC(C3)C1)C2	-5
CCN(CC)CCN1C(=O)c2oc3ccccc3c(=O)c2C1c1cccc(Br)c1 (stereo unspecified)	2
Cc1ccccc1NC(=O)CC1SC(=NC2CCCCC2)NC1=O (stereo unspecified)	2
O=C(c1c[nH]c2ccc(S(=O)(=O)N3CCC4(CC3)OCCO4)cc2c1=O)N1CCOCC1	-4
COC(=O)c1cn(CC(=O)NC2CCCCCC2)c2ccccc12	-7
CN(C(=O)c1ccccc1)c1nc2ccccc2s1	-4
COc1cc(NS(=O)(=O)c2ccc(N/C=C(\C#N)c3nc4ccccc4o3)cc2)nc(OC)n1	18
Nc1nonc1-c1nc2ccccc2n1CC(=O)NC1CCCC1	12
COc1ccc(-n2ncc3c(NC(C)C)ncnc32)cc1	-8
CCSCCOC(=O)C1=C(C)N(C)C(=O)NC1c1cc(OC)ccc1OC (stereo unspecified)	7
CCN(CC)CCN1C(=O)C(=O)/C(=C(/O)c2ccncc2)C1c1ccccc1F (stereo unspecified)	-2
COC(=O)c1ccccc1NC(=O)c1sc(N)nc1C	-4
Cc1ccc(C(=O)C(C)OC(=O)c2n[nH]c(=O)c3ccccc23)cc1 (stereo unspecified)	8
O=C(CN1CCN(c2ncccn2)CC1)N1CCCc2c1c(=O)oc1ccc(O)cc21	-4
CC(=O)OC(C(=O)Nc1ccccc1)C(C)S(=O)(=O)c1ccccc1 (stereo unspecified)	2
CSc1nccc(Nc2ccccc2)c1C#N	16
CCOC(=O)CNC=C(C(=O)OCC)C(=O)OCC	-5
CCC(C)S(=O)(=O)c1snnc1C (stereo unspecified)	-2
CC1Cc2ccccc2N1c1nc(C2CC2)nc2c1nnn2Cc1ccccc1 (stereo unspecified)	1
COc1ccc(NC(=O)c2cc3ccccc3o2)cc1	4

Going on with the list:
SMILES	Artemis endo inh
CC1CCCCC1NC(=O)CN(C)S(=O)(=O)c1cccc2nsnc12 (stereo unspecified)	-13
CCOP(=O)(c1ccccc1Cl)C1(O)CCCCC1 (stereo unspecified)	15
Brc1ccc2nc3c(n2c1)CCCC3	2
Clc1cccc(NC2=NCCC2)c1	-3
O=C(NCCOC(=O)c1ccncc1)c1ccccc1	0
CC1=CCC2C(=O)N(c3ccc(C(=O)N4CCCCCC4)cc3)C(=O)C2C1 (stereo unspecified)	-2
O=C(NCCc1cn2ccccc2n1)c1ccccc1F	-3
Cn1c(=O)c(-c2cc(Br)ccc2N)nc2ccccc21	1
Cc1nn(-c2ccccc2)c(C)c1/C=N/NC(=O)c1cc(C2CC2)[nH]n1	6
Cc1ccc(OCCNC(=O)c2cncc(Br)c2)cc1C	-1
CC(C(=O)O)C1SC(=O)NC1=O (stereo unspecified)	-8
CC(=O)[C@H]1[C@@H]2C(=O)N(c3cccc(Cl)c3)C(=O)[C@@H]2[C@H]2c3ccccc3C=CN21	7
C=CC1C(N2CCOCC2)C(C)(C)S1(=O)=O (stereo unspecified)	-3
CCOC(=O)c1cnn(-c2ccc(C(C)C)cc2)c1NC(=O)C1CCC1	-3
CCn1c(=O)c(C(C)=O)nc2ccccc21	-7
COc1cc(C(=O)Nc2ccc(S(=O)(=O)Nc3nccc(C)n3)cc2)cc(OC)c1OC	6
COC(=O)Nc1snnc1C	0
O=C(NC1CCCCC1)c1cccc(S(=O)(=O)N2CCOCC2)c1	-1
CSc1ccc(C#N)cc1NC(=O)c1ccc(Cl)cc1Cl	-9
Cc1c(C)n(CC(O)CN2CCCCCC2)c2ccccc12 (stereo unspecified)	-5
C=CCn1c(SCC(=O)c2c(N)n(C)c(=O)n(C)c2=O)nc2sc(CC)cc2c1=O	9
Oc1ccc(Br)cc1CNn1cnnc1	-4
O=C(CCCCCCN1C(=O)c2ccccc2C1=O)N1CCC(c2ccccc2)C1 (stereo unspecified)	5
Cc1ncc2c(c1OC(=O)c1ccc([N+](=O)[O-])cc1)COC(C)(C)OC2	2
COC(=O)C1=C(C)N(C)C(C)=C(C(=O)OC)C1c1ccccn1	1
CCOc1ccc(-c2n[nH]c(C)c2Oc2ccc(OC)cc2)c(O)c1	2
CCCN1C(=O)SC(CC(=O)Nc2cccc3ccccc23)C1=O (stereo unspecified)	4
Cc1ccc(N(C(=O)CCC(=O)Nc2cc(C)on2)C(C(=O)NC2CCCC2)c2cccs2)cc1 (stereo unspecified)	-6
CC(C)n1cc(-c2ccc(Cl)cc2)cc(C#N)c1=O	8
CCOC(=O)C(NS(=O)(=O)c1ccccc1)(C(F)(F)F)P(=O)(OCC(C)C)OCC(C)C (stereo unspecified)	-1
CCOc1ccc(C(=O)CCN2CCCCCC2)cc1	-5
CC1(C)CC(NC(=O)CC(c2ccccc2)c2ccccc2)CC(C)(C)N1	7
Cc1nnc(C)n1/N=C/c1cccs1	-4
CC(C)(C)c1ccc(C(=O)c2c[nH]c(C(=O)NCc3cccs3)c2)cc1	-1
CCCC(=O)c1c[nH]c(C(=O)NCCc2ccccn2)c1	1
O=C1CCCc2nc(NCc3ccco3)ncc21	-2
Cc1cc(C)c(S(C)(=O)=O)c(Oc2ccc(F)cc2)n1	2
CC(C)[C@@H](C(=O)OCC(=O)Nc1ccc2c(c1)OCO2)N1C(=O)c2ccccc2C1=O	9
O=C(Nc1cccc(-c2cn3ccsc3n2)c1)c1ccccc1	-4
O=C(NCCN1CCN(C(=O)c2cc3ccccc3oc2=O)CC1)c1cc2ccccc2oc1=O	-2

Rewritten field by field: 4 of the compounds above
CC(C)(C)c1ccc(C(=O)c2c[nH]c(C(=O)NCc3cccs3)c2)cc1
  Artemis endo inh: -1
CCCC(=O)c1c[nH]c(C(=O)NCCc2ccccn2)c1
  Artemis endo inh: 1
O=C(Nc1cccc(-c2cn3ccsc3n2)c1)c1ccccc1
  Artemis endo inh: -4
CC(C)[C@@H](C(=O)OCC(=O)Nc1ccc2c(c1)OCO2)N1C(=O)c2ccccc2C1=O
  Artemis endo inh: 9

Carrying on:
SMILES	Artemis endo inh
CC1CC(C)CN(c2ncnc3c2cnn3Cc2ccc(Cl)cc2)C1 (stereo unspecified)	5
COC(=O)C1=C(C)N(CCc2ccc(OC)cc2)C(=O)C1	-3
O=C(NCc1ccco1)Nc1ccc2snnc2c1	1
Cc1ccc(/S(C)=N/S(=O)(=O)c2ccc(C)cc2)cc1 (stereo unspecified)	7
CC(=O)c1c(C)[nH]c(C(=O)N2CCCCCC2)c1C	2
COc1ccc(Cl)cc1NC(=O)C(=O)NC1CCCCCC1	-1
CC(=O)c1ccc(N(C)C)cc1	4
Cc1c(C)c2cc(Cl)c(OCc3nn[nH]n3)cc2oc1=O	10
Cc1ccc(-n2nc3c(c2NC(=O)c2ccc4c(c2)OCO4)CS(=O)C3)cc1 (stereo unspecified)	-4
COC(=O)Cn1c(=NC(=O)CSCC(=O)NC2CCCCC2)sc2cc(OC)ccc21	3
CC(C)c1[nH]nc2c1C(c1cccc(OC(=O)N3CCOCC3)c1)C(C#N)=C(N)O2 (stereo unspecified)	-12
CCCN1C(=O)c2ccccc2NC1c1cc(OC)c(OC)c(OC)c1 (stereo unspecified)	1
COc1ccc2[nH]c(=O)c(CN(C(=O)c3ccccn3)c3ccccc3)cc2c1	-2
CCOC(=O)C1=C(O)/C(=C/N(C)C)N=C1C	-2
COc1cc(C2C(C(=O)c3ccc(C)o3)=C(O)C(=O)N2c2cc(C)on2)ccc1O (stereo unspecified)	4
CCOC(=O)C(C(=O)OCC)[C@@H]1CS(=O)(=O)C[C@H]1C(C(=O)OCC)C(=O)OCC	-10
CCn1c(C(c2ccccc2)c2ccccc2)n[nH]c1=S	-1
CCOC(=O)C(C(=O)OCC)C(C(=O)OCC)N1CCOCC1 (stereo unspecified)	-1
CCOC(=O)C1CCCN(S(=O)(=O)c2c(C)c(C)cc(C)c2C)C1 (stereo unspecified)	-3
COC(=O)C1CCN(C(=O)C23CCC(C)(C(=O)O2)C3(C)C)CC1 (stereo unspecified)	-4
CC(=O)Nc1ccc(Oc2cc(C#N)c(C#N)cc2N2CCCCCC2)cc1	8
COc1ccc(Cl)cc1C(=O)Nc1ccc(N(C)C(C)=O)cc1	14
CC1CCN(Cc2nc3c(c(=O)n(C)c(=O)n3C)n2CCCc2ccccc2)CC1	-1
COc1ccc(CCn2c(-n3nc(C)cc3C)nc3c2c(=O)[nH]c(=O)n3C)cc1	-7
Cc1cc(O)cc(=O)n1Cc1ccco1	2
CCOc1ccc(-n2c(C)nc3cc(C(=O)NCCCN4CCOCC4)ccc32)cc1	-5
CC(C)(C)SCCNC(=O)c1ccccc1	-7
CCOC(=O)c1cnc2cc3c(cn2c1=O)CCCC3	4
Cc1nc(N)c(C#N)c(-c2ccccc2)c1C	7
CCCCSC1(SCCCC)N=C(N)C2(C#N)C(c3ccccc3)NC(C)=C(C)C12C#N (stereo unspecified)	-4

Some of the compounds tested; count on the stated rates, not on these rows.
